G9a block = qHTS Assay for Inhibitors of Histone Lysine Methyltransferase G9a; Potency, µM (top dose mostly 102 µM), without a hit: at the highest dose activity, negative = inhibition, most hits filed as inhibitors; G9a H3K9 monomethylation, AlphaScreen, 2 h; AID 504332, 2011; hit rate 8.8% among 350,000; Histone-lysine N-methyltransferase EHMT2 (Homo sapiens), Q96KQ7; further: on the % scale 0 is the no-effect control and ±100 the full control effect; nearly all actives have a fitted effect of over 75% in size
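Chemiluminescent proximity detection of H3K9 monomethylation, read after 10 min bead incubation in the dark. Reaction: 20 nM G9a, 500 nM biotin-H3K9 peptide, 20 uM SAM cofactor, 2 h, room temperature, following 15 min enzyme-compound preincubation.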
Pol beta inh = qHTS Assay for Inhibitors of DNA Polymerase Beta; hit rate 1.3% among 340,000; P06746; Potency, µM (titrated, usually from 114 µM), inactives show top-dose activity change, negative = inhibition, hits mostly inhibitors; Pol beta primer extension/strand displacement, fluorescence kinetic; further: on the % scale 0 is the no-effect control and ±100 the full control effect
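Pol beta (10 nM) was preincubated with compound for 15 min at room temperature. The reaction was then started with 50 nM substrate and read immediately and after a further 10 min at room temperature.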
POLI inh = qHTS for Inhibitors of Polymerase Iota | Potency, µM (series often up to 115 µM), inactives show at the highest dose activity, negative = inhibition, hits mostly inhibitors | hit rate 1% among 390,000 | DNA polymerase iota (Homo sapiens), Q9UNA4 | Pol iota fluorescent replication assay, 10 min | AID 588590, 2011
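Fluorescent replication assay read twice, at 0 min and 10 min after adding 50 nM (final) substrate. Enzyme (10 nM) and compounds were first incubated 15 min at room temperature; enzyme-free buffer wells were negative controls.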
JMJD2A Tudor inh = qHTS Assay for Inhibitors of JMJD2A-Tudor Domain. Lysine-specific demethylase 4A (Homo sapiens), O75164. hit rate 4.4% among 390,000. AID 504339, 2011. AlphaScreen JMJD2A-Tudor / H3K4me3 peptide binding. Potency, µM (top dose mostly 114 µM), for inactives: at the top dose activity change, negative = inhibition, actives largely listed as inhibitors; further: on the % scale 0 is the no-effect control and ±100 the full control effect; nearly all actives have a fitted effect of over 50% in size
APEX1 inh = qHTS Assay for Inhibitors of the Human Apurinic/apyrimidinic Endonuclease 1 (APE1); recombinant APE1, TAMRA/BHQ-2 abasic DNA cleavage fluorescence; DNA repair nuclease/redox regulator APEX1 (Homo sapiens), P27695; AID 2517, 2012; Potency, µM (titrated, usually from 65.8 µM), for inactives: at the highest dose activity change, negative = inhibition, hits mostly inhibitors; hit rate 0.35% among 350,000;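 further: plate controls were vehicle for no effect and reference inhibitor for full effect; nearly all actives have a fitted effect of over 55% in size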
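Quantitative HTS: incision of a TAMRA/BHQ-2 double-stranded substrate bearing a tetrahydrofuran abasic site by 0.75 nM APE1 raises fluorescence. Substrate 50 nM final, added after 15 min compound preincubation at room temperature; progress as third-minus-first kinetic read difference.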
POLK inh = qHTS for Inhibitors of Polymerase Kappa | hit rate 0.53% among 400,000 | purified Pol kappa, fluorescent DNA synthesis assay, 10 min | Potency, µM (doses to about 107 µM), for the others: top-dose activity, negative = inhibition, hits mostly inhibitors | DNA polymerase kappa (Homo sapiens), Q9UBT6; further: on the % scale 0 is the no-effect control and ±100 the full control effect
Target sequence (Q9UBT6 whole entry, looked up): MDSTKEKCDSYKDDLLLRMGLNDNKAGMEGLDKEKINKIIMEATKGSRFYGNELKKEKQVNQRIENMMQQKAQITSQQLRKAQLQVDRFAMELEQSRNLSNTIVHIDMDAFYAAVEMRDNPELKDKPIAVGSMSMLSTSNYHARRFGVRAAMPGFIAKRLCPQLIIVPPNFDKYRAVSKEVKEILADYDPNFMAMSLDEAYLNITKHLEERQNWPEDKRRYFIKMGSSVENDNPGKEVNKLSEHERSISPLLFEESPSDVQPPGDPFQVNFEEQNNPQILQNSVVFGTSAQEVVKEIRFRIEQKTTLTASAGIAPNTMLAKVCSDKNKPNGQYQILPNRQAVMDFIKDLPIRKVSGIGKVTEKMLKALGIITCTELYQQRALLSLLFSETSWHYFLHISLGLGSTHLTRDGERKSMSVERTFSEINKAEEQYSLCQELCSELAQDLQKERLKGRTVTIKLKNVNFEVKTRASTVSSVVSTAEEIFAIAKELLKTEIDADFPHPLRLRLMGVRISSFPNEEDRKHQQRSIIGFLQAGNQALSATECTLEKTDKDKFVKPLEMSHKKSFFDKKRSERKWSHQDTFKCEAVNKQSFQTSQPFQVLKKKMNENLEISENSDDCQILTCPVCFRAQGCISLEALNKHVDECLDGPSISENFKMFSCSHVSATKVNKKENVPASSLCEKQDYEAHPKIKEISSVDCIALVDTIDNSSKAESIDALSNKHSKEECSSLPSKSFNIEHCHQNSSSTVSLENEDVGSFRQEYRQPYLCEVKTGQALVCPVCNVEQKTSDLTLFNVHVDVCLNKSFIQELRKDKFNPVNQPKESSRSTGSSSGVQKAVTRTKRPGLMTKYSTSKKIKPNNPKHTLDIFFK
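Enzyme at 10 nM met test compounds for 15 min at room temperature. Substrate addition (50 nM final) began the reaction, which was monitored by fluorescence at 0 and 10 min.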
POLH inh = qHTS for Inhibitors of Polymerase Eta; DNA polymerase eta (Homo sapiens), Q9Y253; recombinant Pol eta, fluorescent DNA replication assay; Potency, µM (doses to about 114 µM), without a hit: at the highest dose activity change, negative = inhibition, most hits filed as inhibitors; hit rate 1.2% among 390,000; AID 588591, 2011; further: on the % scale 0 is the no-effect control and ±100 the full control effect
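Pol eta at 10 nM preincubated with compounds 15 min at room temperature; reaction started with fluorescent substrate (50 nM final) and read kinetically at 0 and 10 min.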
BAZ2B block = qHTS Assay for Inhibitors of BAZ2B | Potency, µM (doses to about 114 µM), for the others: at the top dose activity change, negative = inhibition, hits mostly inhibitors | hit rate 4.4% among 360,000 | Bromodomain adjacent to zinc finger domain protein 2B (Homo sapiens), Q9UIF8 | AlphaScreen BAZ2B-H3K14Ac peptide displacement | AID 504333, 2011; further: on the % scale 0 is the no-effect control and ±100 the full control effect; nearly all actives have a fitted effect of over 60% in size
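Complex of BAZ2B and biotin-H3K14Ac (50 nM apiece) forms over 30 min at RT, then faces library compounds up to 110 uM for another 30 min; AlphaScreen beads added, 20 min dark incubation, luminescence read.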
BLM inh = qHTS Assay for Inhibitors of Bloom's syndrome helicase (BLM); RecQ-like DNA helicase BLM (Homo sapiens), P54132; recombinant BLM DNA unwinding, fluorescence dequenching; Potency, µM (series often up to 56.1 µM), without a hit: at the top dose activity change, negative = inhibition, usual class: inhibitors; hit rate 0.2% among 350,000; AID 2528, 2010;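 further: plate controls were vehicle for no effect and no enzyme for full effect; nearly all actives have a fitted effect of over 35% in size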
Active calls of the source: *; ? = inconclusive; . = not tested or not shown; [ ] = remark or other dose. The call rests on the fitted dose curve; in most records, active means well fitted curve in the direction sought with a large enough effect; inconclusive means small, poorly fitted or top-dose-only effect, or another doubt; inactive means no such curve, though single readings can be large; an effect the other way counts as inactive or inconclusive. Potency means the concentration at half of the fitted maximal effect. This is a subset; the hit share may differ from the screen's.

SMILES	G9a block	Pol beta inh	POLI inh	JMJD2A Tudor inh	APEX1 inh	POLK inh	POLH inh	BAZ2B block	BLM inh
CC1C(=O)Nc2ccc(S(=O)(=O)N3CCc4ccccc4C3)cc2NC1=O (stereo not given)	-7%	31%	43%[activator]	1%	12%	-8%	-8%	-26%	-6%
COc1ccc(Cc2nnc(NCCO)[nH]c2=O)cc1OC	0%	95%	-11%	?	8%	-17%	-1%	2%	-6%
CCOc1ccccc1NC(=O)c1ccccc1NS(C)(=O)=O	19%[12.7 µM]	0%	382%[activator]	-15%	-1%	13%	-3%	-5%	-2%
Cc1ccccc1C1c2[nH]c3ccccc3c2CCN1Cc1cccn1-c1ncccn1 (stereo not given)	50µM*	1%	59%	?	-7%	-7%	-9%	25µM*	-3%
COc1ccc(N2CC(NC(=O)CCc3ccccc3)CC2=O)cc1OC (stereo not given)	-1%[59 µM]	-20%	26%	1%	.	-6%[60.1 µM]	-25%	3%	0%
CC(=O)Nc1ccc(S(=O)(=O)CCC(=O)O)cc1	-8%[59 µM]	-16%	-5%	-16%	0%	1%	8%	-1%	2%
CCOc1ccc(Cl)cc1S(=O)(=O)n1cnc2ccccc21	-12%[59 µM]	-13%	11%	-4%	3%	-5%	-8%	1%	-2%
Cc1n[nH]c(C)c1CCc1nc2c3ccccc3nc(SCC(=O)Nc3ccccc3F)n2n1	0%	?	?	-17%	-2%	-5%	?	6%	0%
COc1ccc(-c2nc(-c3ccccn3)nc(N3CCN(C)CC3)c2C#N)cc1	?	-20%	67%[activator]	-15%	-4%	-8%	-12%	17%	15%
CCn1c2ccccc2c2nnc(SCC(=O)c3c(N)n(C)c(=O)n(C)c3=O)nc21	24%[12.7 µM]	-2%	-15%	-20%	2%	-18%	-6%	-24%	-8%
O=C(Nc1ccc(N2CCN(C(=O)C3CC3)CC2)cc1)c1cccs1	-37%	-13%	46%[activator]	-16%	11%	-11%	-14%	-13%	-6%
O=C(Nc1cc(C(F)(F)F)ccc1N1CCOCC1)C1=NN(c2ccccc2)C(=O)CC1	19%	21%	11%	-1%	16%	-18%	-24%	-10%	-6%
CC(C)(C)c1nc2ccc([N+](=O)[O-])cc2[nH]1	-17%	2%	137%[activator]	-7%	-1%	-2%	-16%	?	-4%
O=C(c1ccc(C(F)(F)F)cc1)N1CCCCC1	-1%[12.7 µM]	29%	7%	2%	1%	-10%	-4%	5%	-1%
COc1ccc(N2C(=O)CCC(C(=O)N(C)CCc3ccccn3)C2c2ccc(OC)c(OC)c2)cc1 (stereo not given)	10%[59 µM]	6%	-8%	-11%	18%	7%	-4%	-12%	-4%
CCCCn1c(SCc2nc(N)nc(N3CCCCC3)n2)nc2c1c(=O)n(C)c(=O)n2C	-16%	26%	32%[activator]	-16%	4%	0%	?	-8%	-11%
N#Cc1ccc(C2N=C(c3ccccc3)NO2)cc1 (stereo not given)	13%	4%	97%[activator]	13%	48%[activator]	3%	-8%	0%	-3%
CN(CCOc1ccc(Cl)cc1)C(=O)CN1C(=O)NC2(CCCC2)C1=O	?	.	20%	-23%	26%	-9%	-6%	-25%	.
CCOc1ccccc1OCCCNCc1ccco1	?	25%	165%[activator]	28µM*	-2%	-5%	-24%	-11%	4%
CC1CCN(C(=O)c2ccc(NS(=O)(=O)c3cccc4cccnc34)cc2)CC1	.	0%	21%	-14%	-3%	-5%	?	1%	-1%
CC(C)(C)OC(=O)NCCCCCc1cn(CC(=O)NCCCCCCCCCCC(=O)N2CCN(C(=O)OC(C)(C)C)CC2)nn1	-4%[2.33 µM]	.	-2%	-12%	21%	-5%	-5%	2%	.
CCOC(=O)c1cc(-c2ccccc2)n(CCCC(=O)Nc2ccc(C)c(Cl)c2)c1C	-34%[59 µM]	-2%	18%	-20%	.	-15%[60.1 µM]	-21%	-8%	-13%
O=C(c1ccc(Cl)s1)N1CCN(c2ncccn2)CC1	?	11%	38%[activator]	12%	4%	-5%	-14%	-20%	0%
COc1ccc(OCCOC(=O)c2ccc(F)c(S(=O)(=O)N3CCOCC3)c2)cc1	-4%[12.7 µM]	.	-10%	-3%	-2%	-6%	-13%	-5%	.
C=CCN=C(C)C1=C(O)CCC1=O	-11%[12.7 µM]	0%	13%	7%	2%	-2%	-4%	-1%	-3%
CCN1C(=O)CC(C(C)C)N(C2CCCC2)c2nc(Nc3ccc(C(=O)NC4CCN(C)CC4)cc3OC)ncc21 (stereo not given)	.	.	36%[activator]	?	.	-15%	-16%	.	.
CCOC(=O)C1=CC[C@H]2c3c(c4ccccc4n3C)C(=O)C1N2Cc1ccccc1	.	.	32%	-26%	26%	6%	-9%	.	.
CCOC(=O)c1c(C)[nH]c(O)c1C=Nc1ccc(Cl)cc1	50µM*	2%	?	-35%	-5%	-8%	4%	-34%	-7%
CCOP(=O)(c1ccccc1)c1nc(-c2ccccc2C)oc1NCc1ccccc1 (stereo not given)	43%[activator][12.7 µM]	-14%	21%	-19%	-1%	-13%	-17%	-18%	-5%
Cc1nc2ccc(Cl)cc2nc(C)/c1=N\O	28µM*	-2%	31%[activator]	-13%	0%	-11%	-5%	-1%	-3%
O=C(CCc1c[nH]c2ccccc12)NCCOc1ccccc1	-8%	4%	22%	-17%	13%	-14%	-2%	-28%	-2%
CC1CCN(C(=O)c2cc(-c3ccco3)on2)CC1	?	5%	19%	-13%	9%	0%	-2%	0%	-5%
CC(=O)CCC(=O)c1ccc2ccccc2c1	19%[59 µM]	12%	9%	-14%	1%	-11%	-19%	-1%	2%
Cc1ccc(OCC(=O)NCCCNC(=O)c2ccccn2)cc1	4%	30%	-6%	-3%	-11%	5%	-2%	?	-2%
Cc1cccc(NC(=O)Cn2c(=O)n(Cc3ccccc3)c(=O)c3sc4ccccc4c32)c1	12%[59 µM]	3%	2%	-6%	.	-18%	-2%	10%	-2%
CCN1CCN(C(=S)Nc2cc(C(=O)OC)ccc2C(=O)OC)CC1	-32%	2%	6%	-18%	10%	-10%	-8%	.	-2%
CCC(=O)N1CCc2cc(S(=O)(=O)CCC(=O)NCCc3ccccc3)ccc21	1%	-20%	-1%	-8%	0%	8%	-14%	3%	5%
Cc1ccc(S(=O)(=O)NCC(=O)N(CC(=O)NCC2CCCO2)Cc2ccccc2Cl)cc1 (stereo not given)	13%[59 µM]	7%	93%[activator]	2%	72%[activator][12.4 µM]	-5%	-26%	-2%	1%
CCn1c(SCC(=O)N2CCN(c3ccccc3)CC2)nnc1-c1ccoc1C	-15%	0%	-16%	-16%	-4%	-22%	-2%	-1%	3%
CC1CCN(C(=O)c2[nH]cnc2C(=O)Nc2cccc(Cl)c2)CC1	-12%[0.501 µM]	.	-27%	-24%	23%	-1%	-15%	-2%	.

Part of the list above in order of heavy-atom count, descending:
SMILES	G9a block	Pol beta inh	POLI inh	JMJD2A Tudor inh	APEX1 inh	POLK inh	POLH inh	BAZ2B block	BLM inh
CCN1C(=O)CC(C(C)C)N(C2CCCC2)c2nc(Nc3ccc(C(=O)NC4CCN(C)CC4)cc3OC)ncc21 (stereo not given)	.	.	36%[activator]	?	.	-15%	-16%	.	.
CCOP(=O)(c1ccccc1)c1nc(-c2ccccc2C)oc1NCc1ccccc1 (stereo not given)	43%[activator][12.7 µM]	-14%	21%	-19%	-1%	-13%	-17%	-18%	-5%
CCOC(=O)C1=CC[C@H]2c3c(c4ccccc4n3C)C(=O)C1N2Cc1ccccc1	.	.	32%	-26%	26%	6%	-9%	.	.
Cc1nc2ccc(Cl)cc2nc(C)/c1=N\O	28µM*	-2%	31%[activator]	-13%	0%	-11%	-5%	-1%	-3%
C=CCN=C(C)C1=C(O)CCC1=O	-11%[12.7 µM]	0%	13%	7%	2%	-2%	-4%	-1%	-3%

The list continues.
SMILES	G9a block	Pol beta inh	POLI inh	JMJD2A Tudor inh	APEX1 inh	POLK inh	POLH inh	BAZ2B block	BLM inh
Cc1cc2cc(C#N)c(N3CCN(S(C)(=O)=O)CC3)nc2cc1C	-9%[59 µM]	8%	22%	0%	-6%	-13%	-9%	1%	-4%
Cc1ccc(NC(=O)Cc2ccc(-n3c(C)nc4cccnc43)cc2)c(Cl)c1	-3%[59 µM]	7%	-21%	-6%	.	8%	21%	-16%	-1%
COc1ccccc1NS(=O)(=O)c1cc(NC(=O)c2cccs2)ccc1N1CCCCC1	-12%[59 µM]	10%	-1%	-19%	-10%	-13%	-11%	-21%	-13%
Cc1cc(Br)c2c(c1)C(O)(N1CCCCC1C)C(=O)N2 (stereo not given)	15%[59 µM]	31%	174%[activator]	10%	-2%	-4%	-4%	3%	0%
COc1ccccc1NS(=O)(=O)c1ccc(C(=O)N2CCCC(C(F)(F)F)C2)cc1 (stereo not given)	18%[12.7 µM]	.	-3%	-10%	-4%	-7%	-6%	-7%	.
CCOC(=O)C1CCCN(CC(=O)NC2=Nc3ccccc3N=C(C)C2c2ccccc2)C1 (stereo not given)	?	1%	-4%	-12%	6%	3%	-14%	-19%	-7%
O=C(CSc1nc2[nH]c(=O)cc(O)c2s1)Nc1nccs1	-47%[12.7 µM]	.	-12%	-18%	48%	-2%	?	-26%	.
NC(=O)C1(N2CCCCC2)CCN(C(=O)Nc2ccccc2C(F)(F)F)CC1	16%[59 µM]	5%	18%	3%	12%	-8%	-6%	-6%	0%
O=C(CSc1nc(-c2ccccc2)nc2cc(=O)[nH]n12)Nc1ccccc1	34%[59 µM]	?	?	56µM*	.	-9%[60.1 µM]	-2%	-1%	-5%
Cc1ccc(CNC(=O)CCC(=O)N2CC3CCCN3c3ccccc32)cc1 (stereo not given)	-29%[59 µM]	1%	-21%	?	.	-19%	14%	?	0%
COc1ccc(C)cc1NC(=O)C1CCN(S(=O)(=O)c2c(C)noc2/C=C/c2ccco2)CC1	-24%[59 µM]	6%	-11%	-15%	.	-31%	1%	.	-4%
Cc1cc(OCC(=O)Nc2ccc(CN3CCCCC3)cc2)ccc1Cl	?	-3%	57%[activator]	-18%	7%	-21%	-15%	?	-1%

Assay outcomes from PubChem BioAssay.
